Pf apPOL block: Pf-apPOL DNA polymerase inhibition. inhibition, % at 10 µM. AID 1794808. Recombinant Pf-apPOL, molecular beacon fluorescence, 1.5 h. actives 0.25% (n = 210,000)
mHTT CaM bind: inhibitors of human mutant huntingtin-calmodulin interaction; P42858; AlphaScreen His-mHTT/GST-CaM binding, luminescence; inhibition, % at 15 µM; actives 3.6% (n = 190,000);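 further: 0% = both proteins with DMSO and 100% = one protein alone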
* marks the source's active call; other numbers are inactive results; i = inactive; · = not tested or not shown; & = joins results of further samples. No stated cut-off is given here; in the data, active means inhibition above about 50%; inactive means the rest. Compounds were not picked by outcome; about 3.6% have a hit in one of these screens.

Results follow in this order: mHTT CaM bind | Pf apPOL block
1: Cc1ccc(NC(=O)CN2CCc3ccccc3C2C(=O)N2CCCC2)cc1Cl (stereo not drawn)
  64* | -4
2: COc1ccc(C=CC(=O)c2cc(Cl)ccc2O)cc1OC
  2 | -24
3: Cc1ccc(-n2cc(C3CCN(C(=O)Cc4cccc(F)c4)CC3)cn2)cc1
  -2 | -3
4: O=C(NC1CCCCC1)C12CC3CC(CC(C3)C1)C2
  -1 | 0
5: CC1(C)CC(NC(=O)c2ccccc2Cl)CC(C)(C)N1
  -3 | -3
6: CCOc1ccccc1NC(=O)C(Br)C(C)C (stereo not drawn)
  -20 | 2
7: CCCC(=O)Nc1cc(-c2nc3ccccc3o2)ccc1C
  0 | -2
8: CCN(CC)c1ccc(C=Cc2ccc([N+](=O)[O-])cc2C#N)cc1
  · | -325
9: O=C(Oc1ccc2c(c1)OCC2=O)c1cccs1
  · | -8
10: COc1ccc(C(=O)Cc2ccc(F)cc2)c(OC)c1
  -26 | 1
11: O=C(CSc1nc2ccccc2[nH]1)Nc1cccc(C(F)(F)F)c1
  1 | -8
12: CCS(=O)(=O)N1CCc2ccc(NS(=O)(=O)c3ccc4c(c3)OCCO4)cc2C1
  1 | -9
13: COc1ccccc1-n1nc(C(=O)N(C)Cc2ccccc2)c2ccccc2c1=O
  -3 | -7
14: O=C(CCCOc1ccccc1)n1cnc2ccccc21
  32 | -13
15: O=C1CN(C(=O)c2ccc(Cl)s2)c2ccccc2N1
  -3 | -4
16: Cc1cccc2[nH]c(S(=O)(=O)Cc3ccc(F)cc3Cl)nc12
  -2 | -4
17: FC(F)(F)c1cc(-c2ccco2)nc(NCCc2ccccc2)n1
  -21 | 0
18: Nc1nc(COc2ccc(Cl)cc2)cs1
  7 | 0
19: COc1ccccc1-n1nc(C(=O)Nc2nnc(C)s2)c2ccccc2c1=O
  1 | 2
20: O=C(CN1CCC2(CC1)N=C(c1ccc(F)cc1)C(=O)N2)NCc1ccc(Cl)cc1
  17 | -1
21: COc1ccccc1/C=C(\C#N)c1nc2ccccc2[nH]1
  2&23 | -1&-2
22: COc1cccc(-c2cn3ccn(-c4ccc(F)cc4)c(=O)c3n2)c1
  -6 | 6
23: CCC(=O)NCCc1csc(C2CCCN(C(=O)c3cccc(C#N)c3)C2)n1 (stereo not drawn)
  -11 | -5
24: Cc1ccc(OCC(=O)NC(CC(C)C)C(=O)O)cc1 (stereo not drawn)
  -6 | -2
25: Cn1nc([N+](=O)[O-])nc1Oc1cccc2cccnc12
  -3 | 1
26: CCN1C(=O)Cc2ccccc2C1C(=O)NCc1ccc(OC)c(OC)c1 (stereo not drawn)
  -4 | -3
27: CS(=O)(=O)N(CC(=O)NCc1ccco1)c1cccc([N+](=O)[O-])c1
  -3 | -2
28: C=CCc1ccccc1OCC(O)CNC (stereo not drawn)
  0&19 | -3&-10
29: CCOc1ccc2nc(NS(=O)(=O)c3ccc(F)cc3)sc2c1
  3 | 0
30: COc1ccc(S(=O)(=O)N2CCc3nc(NC(=O)CCC4CCCC4)sc3C2)cc1
  4 | -3

In the list so far, these contain a thiophene ring, fused or not.
Results follow in this order: mHTT CaM bind | Pf apPOL block
9: O=C(Oc1ccc2c(c1)OCC2=O)c1cccs1
  · | -8
15: O=C1CN(C(=O)c2ccc(Cl)s2)c2ccccc2N1
  -3 | -4

(next part)
Results follow in this order: mHTT CaM bind | Pf apPOL block
31: CCOC(=O)c1ccccc1NC(=O)N1CCC2(CC1)Nc1ccccc1-n1cccc12
  60* | 4
32: N#CCCN1CCC(NC(=O)OCc2ccccc2)CCC1=O (stereo not drawn)
  -2 | -6
33: Cc1ccc2oc(-c3cccc(NC(=O)c4ccncc4)c3)nc2c1
  1 | -6
34: CCCCCC(=O)N1C[C@@H](n2cc(-c3ccc(F)cc3)nn2)[C@H](O)C[C@@H]1c1ccccc1
  2 | 1
35: O=C(COc1ccccc1F)N1CCN(c2cc(N3CCCC3)ncn2)CC1
  -12 | -10
36: O=C(CCc1ccccc1)Nc1c2c(nn1-c1ccc([N+](=O)[O-])cc1)CS(=O)(=O)C2
  3 | -4
37: CC(C)OCCCNC(=O)CC1CCN(S(=O)(=O)c2cccs2)CC1
  -1 | 8
38: CS(=O)(=O)N1CCC(CNC(=O)c2cccc(Br)c2)CC1
  -4 | -6
39: CC(C)C(NC(=O)CN(c1cc(C(F)(F)F)ccc1Cl)S(C)(=O)=O)C(C)C
  -2 | -6
40: O=C(NC1CCCC1)C(c1cc2c(cc1[N+](=O)[O-])OCO2)N(CCO)Cc1ccccc1 (stereo not drawn)
  16 | -6
41: COc1ccc(Cl)cc1NC(=O)Nc1ccc2c(c1)C(=O)NCC2
  -10 | -8
42: Nc1ccc(-c2c3ccccc3nc3cc(N)ccc23)cc1
  100* | -1
43: C#CCC1(CC#C)C(=O)OC(C)(C)OC1=O
  · | -5
44: CCOC(=O)NC(=S)NCCc1c[nH]c2ccccc12
  · | -20
45: COC(=O)c1sccc1-c1ccc(C=NOCc2cc(F)cc3c2OCOC3)o1
  · | -13
46: Cc1ccsc1C1C=C(c2ccc(Br)cc2)Nc2ncnn21 (stereo not drawn)
  4 | -3
47: Cc1ccc(-c2cc(C(=O)N3CCC4(CC3)OCCO4)c3ccccc3n2)cc1C
  39 | -6
48: CC(=O)Nc1ccc2c(c1)Sc1ncccc1C(=O)N2C
  -3 | 0
49: CCn1cc(CN2CCC(C(=O)NCc3ccc(N(C)C)cc3)CC2)c2cc(OC)ccc21
  56* | -2
50: C=CCNc1nc2nc(N)nc(N)c2s1
  -7 | ·
51: O=C(O)c1ccccc1C=Cc1cccs1
  · | 3
52: Cc1cccc(C)c1NC(=O)Nc1ccc(Cl)cc1
  -3 | -8
53: CCc1ccccc1NC(=O)C1CCN(S(=O)(=O)c2ccccc2)CC1
  0 | -11
54: O=C1c2ccc(Oc3cccc([N+](=O)[O-])c3)cc2C(=O)N1Cc1cccnc1
  -6 | -3
55: COc1ccccc1CNC(=O)c1ccc(C)cc1Cl
  -6 | 5
56: O=C(CN1N=C(c2ccc(Cl)cc2)CCC1=O)NCc1ccco1
  0 | -10
57: Cc1cccc(OCc2nc(C#N)c(NCc3ccc(F)cc3)o2)c1
  23 | -7
58: COc1ccccc1C(=O)N1CCCCC1CCN1CCCC1 (stereo not drawn)
  1 | -7
59: COc1cc2c(cc1OC)CN(Cc1cccc(Cl)c1Cl)CC2
  27 | 6
60: CCCCNc1ncnc2c1c(-c1ccccc1)cn2-c1ccccc1
  38 | 0

Other structures.
Results follow in this order: mHTT CaM bind | Pf apPOL block
61: Cc1ccc2nc(SCC(=O)Nc3ccc(Br)cc3)nc(=O)n2c1
  -10 | -7
62: CCC1CCCCN1S(=O)(=O)c1cc(C(=O)Nc2ccc(F)c(F)c2)ccc1F (stereo not drawn)
  -4 | 39
63: CCOc1ccc(C(=O)N2CCc3c(c(CO)nn3C)C2)cc1OCC
  16 | -6
64: O=C(Nc1ccc(F)cc1F)C(=S)NC1CCCCC1
  · | -6
65: CCOC(=O)c1oc2ccccc2c1NC(=O)c1cccs1
  -5 | -3
66: O=c1cc(O)nc(SCc2c(F)c(F)c(F)c(F)c2F)[nH]1
  -8 | -2
67: CN1Cc2c(N3CCOCC3)nc3sc(C(=O)c4ccccc4)c(N)c3c2CC1(C)C
  2 | -8
68: COc1ccccc1C(=O)N1CCN(c2ccc(C(C)C)cc2)C(=O)C1C (stereo not drawn)
  0 | -4
69: COC(=O)C=C1SC(c2ccccc2)=NC1=O
  · | i
70: O=C(CCc1ccccc1)Nc1cnc(-c2cccnc2)nc1
  9 | -5
71: Cc1cccc(C(=O)Nc2cc(C)on2)c1
  -8 | -11
72: O=C1OC(Nc2ccccc2Cl)c2ccccc21 (stereo not drawn)
  0 | -4
73: COc1ccc(NC(=O)N2CCCC2c2cc(C(C)C)no2)c(OC)c1 (stereo not drawn)
  -6 | 4
74: CC1=C(C(=O)N2CCCCC2)C(c2ccc(F)cc2)n2c(nc3ccccc32)N1 (stereo not drawn)
  16 | -3
75: Cc1cccc(C2=N/C(=C\c3cccc(Cl)c3)C(=O)O2)c1
  0 | 10
76: COc1ccccc1NC(=O)C1(C)Oc2cccnc2N(C(C)C)C1=O (stereo not drawn)
  -8 | 0
77: Cn1c(=O)c(-c2ccc(C(=O)NC3CCCC3)cc2)nc2cccnc21
  0 | -4
78: C=CCc1cccc2cc(C(=O)Nc3ccc(F)cc3)c(=O)oc12
  0 | 18
79: O=C(CCn1c(=O)[nH]c2ccsc2c1=O)Nc1ccc(F)c(F)c1
  3 | -1
80: CC(C)NC(=O)c1nc2ccccc2n(C)c1=O
  -3 | -6
81: CCc1ccccc1N(CC(=O)NC(C)c1ccccc1)S(C)(=O)=O (stereo not drawn)
  2 | 12
82: CCC1SC(CC)C(=O)N(CC(=O)Nc2ccccc2)C1=O (stereo not drawn)
  -12 | 3
83: NC(=O)c1c(NC(=O)C2CC=CCC2C(=O)O)sc2c1CCCC2 (stereo not drawn)
  0 | 0
84: Cn1nc(CNC(=O)c2cnccn2)c2ccccc21
  1 | 1
85: O=C1C(N2CCOCC2)CCCN1Cc1cccc(Cl)c1 (stereo not drawn)
  -5 | -4
86: COc1ccc(-n2nc3c(c2NC(=O)c2cccc(Cl)c2)CS(=O)(=O)C3)cc1
  17 | 0
87: COc1ccc(N2C(N)=C(C#N)C(c3ccsc3)C3=C2CCCC3=O)c(OC)c1 (stereo not drawn)
  5 | -1
88: COC(=O)c1ccc(NC(=O)N2CCCC2c2cc(C(C)C)no2)cc1 (stereo not drawn)
  -2 | -6
89: S=c1nc(-c2ccccc2)oc2c1CCCC2
  12 | -40
90: CN(C)C(=O)c1ccc(-c2noc(C3CCCC3)n2)cc1
  -2 | -2

Going on with the list:
Results follow in this order: mHTT CaM bind | Pf apPOL block
91: CCN1CCN(C(=O)c2oc3ccc(S(=O)(=O)N4CCCCCC4)cc3c2C)CC1
  19 | -2
92: O=C(O)CSc1nc2ccc(Br)cc2[nH]1
  1&-6 | 12&-6
93: O=C1NC(=O)/C(=C/c2ccc(-c3ccc(F)c(Cl)c3)o2)S1
  22 | 0
94: CCCCCCCCCC[Si](C)(C)CCC(=O)NC(Cc1ccc(C)cc1)c1ccccc1 (stereo not drawn)
  · | 0
95: CC(CCO)c1cc(C(C)(C)C)c(O)c(C(C)(C)C)c1 (stereo not drawn)
  -8 | ·
96: O=C(NC1CCCS1(=O)=O)c1ccc(Br)o1 (stereo not drawn)
  1 | -2
97: COc1cc(NC(=O)c2ccc([N+](=O)[O-])cc2)cc(OC)c1
  5 | -2
98: Cc1ccc(S(=O)(=O)n2nc(C)c(Sc3ccc(C(F)(F)F)cn3)c2C)cc1
  · | -5
99: COc1cccc(NC(=O)N2CCCC2c2cc(C(C)C)no2)c1 (stereo not drawn)
  -5 | 1
100: Cn1c(C2CCN(C(=O)c3ccc(F)cc3F)C2)nc2ccncc21 (stereo not drawn)
  -2 | -9
101: Cc1cc(C)c(S(=O)(=O)N2CCCC2c2nc(-c3cccc(F)c3)no2)c(C)c1 (stereo not drawn)
  -13 | 0
102: Cc1ccc(OCC(=O)N2CCCCC2CCN2CCCCC2)cc1C (stereo not drawn)
  54* | -7
103: CCOc1cccc2c1OC(c1cc(OC)c(OC)c(OC)c1)N1N=C(c3ccco3)CC21 (stereo not drawn)
  47 | -20
104: O=C(c1cccc(-c2ccc(-c3cn(C(=O)N4CCCCC4c4ccccc4)nn3)cc2)c1)N1CCCCC1 (stereo not drawn)
  · | 2
105: CN(Cc1cn(Cc2ccccc2)nn1)S(=O)(=O)c1ccc(F)cc1Br
  -1 | -11
106: COc1ccc(C=Nc2ccc3oc(-c4ccncc4)nc3c2)cc1Cl
  1 | 0
107: CCN(CC)S(=O)(=O)N1CCCC(C(=O)NC2CCCc3ccccc32)C1 (stereo not drawn)
  -9 | -14
108: COc1cccc(NC(=O)CN(C)S(=O)(=O)c2ccc3[nH]c4c(c3c2)CCCC4)c1
  44 | -3
109: COc1ccc(C2C3=C(CCCC3=O)Nc3nc(C(F)(F)F)nn32)c(OC)c1OC (stereo not drawn)
  1 | 6
110: O=C1C2CCCN2C(c2cccs2)N1c1cccc(Cl)c1 (stereo not drawn)
  -3 | -6
111: Cc1oc(S(=O)(=O)N2CCOCC2)cc1C(=O)Nc1ccc(F)cc1
  · | 0&-1
112: CCN1CCCC1CNC(=O)CCNC(=O)c1cc(OC)c(OC)c(OC)c1 (stereo not drawn)
  -1 | -8
113: Cn1c(SC2CCOC2=O)nc2ccccc2c1=O (stereo not drawn)
  -2 | ·
114: CC(C)(C)c1ccc(C(=O)N2CCCN(c3ccc([N+](=O)[O-])cn3)CC2)cc1
  · | -11
115: CN1CCc2c(sc(NC(=S)Nc3ccccc3)c2C#N)C1
  · | 22
116: CCOc1ccccc1C=C1Oc2cc(OC(C)C(=O)OC)ccc2C1=O (stereo not drawn)
  -1 | -4
117: Cn1cc(C2=CCN(S(=O)(=O)c3ccccc3F)CC2)c2cccnc21
  13 | -4
118: NC(=O)CSc1nc2ccccc2nc1SCC(N)=O
  -3&-1 | -5&-2
119: Cc1noc(CNC(=O)Cc2noc3ccccc23)n1
  -18 | -4

In another format: entries from further up.
[96] O=C(NC1CCCS1(=O)=O)c1ccc(Br)o1 (stereo not drawn)
[97] COc1cc(NC(=O)c2ccc([N+](=O)[O-])cc2)cc(OC)c1
[98] Cc1ccc(S(=O)(=O)n2nc(C)c(Sc3ccc(C(F)(F)F)cn3)c2C)cc1
[99] COc1cccc(NC(=O)N2CCCC2c2cc(C(C)C)no2)c1 (stereo not drawn)

| compound no. | 96 | 97 | 98 | 99 |
| --- | --- | --- | --- | --- |
| mHTT CaM bind | 1 | 5 | · | -5 |
| Pf apPOL block | -2 | -2 | -5 | 1 |

Among those listed so far, these contain a tert-butyl group.
Results follow in this order: mHTT CaM bind | Pf apPOL block
95: CC(CCO)c1cc(C(C)(C)C)c(O)c(C(C)(C)C)c1 (stereo not drawn)
  -8 | ·
114: CC(C)(C)c1ccc(C(=O)N2CCCN(c3ccc([N+](=O)[O-])cn3)CC2)cc1
  · | -11
